Autophagy HCS – autophagy modulation, high-content screen; 190,000 tested, 0.98% active; MEF GFP-LC3 puncta imaging; test concentration mostly 10 µM; calls only at 10 µM (by protocol);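 active means percentage of spot-positive cells more than 3 SD above its plate mean, without a fluorescence outlier flag or 80% toxicity; inconclusive means no clear call, values can overlap the other calls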;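 further: spot-positive cell cutoff set from DMSO-treated cells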
MT stabilize HCS – microtubule stabilization, imaging screen; HeLa tubulin immunostaining HCS, 24 h; share of cells brighter than vehicle mean+2SD; % tubulin-high responders, % at 10 µM; 200,000 tested, 0.83% active; AID 2205;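 active means plate Z-score above 3 for both tubulin-high and condensed-nucleus cell shares, with cell loss under 80%, at 10 µM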;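 further: anti alpha tubulin signal scored within the nucleus-defined area of each cell; some results filed as inactive read as strong as hits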
Dynein cargo inh – dynein cargo transport inhibition; 3617.4 mouse cells, GR-EGFP nuclear translocation imaging; test concentration mostly 20 µM; stimulated with dexamethasone, 1 µM; active compounds read low; z-score, hits read low; 220,000 tested, 0.47% active; AID 1381;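 active means plate z-score of nuclear minus cytoplasmic receptor signal below a set negative limit, without overly bright fluorescence or cell loss, cut at about -3.5 in these data, passing the limit was not always enough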;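 further: z-score of nuclear minus cytoplasmic ring GR-EGFP intensity difference per well; some compounds called inactive have numbers as strong as hits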
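medium = tetracycline-free induction medium containing charcoal-stripped FBS | probe or stimulus = dexamethasone, 1.0 µM final | timing = 48 h induction, then 1 h compound, then 30 min agonist, 37 °C | detection = automated 10x imaging of fixed Hoechst-stained cells | read-out basis = nuclear versus cytoplasmic GR-EGFP signal, averaged per well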
WT yeast gro inh – growth inhibition of WT yeast, mitochondrial fusion screen; mitochondrial fusion phenotypic screen, WT strain; inhibition, % at 10 µM; 190,000 tested, 2.1% active; AID 1362; in the data active means inhibition above about 58%; tested in S. cerevisiae
Yfh1-off respiration – enhancers of respiration in Yfh1-depleted yeast, dose response, Friedreich's ataxia, plus single-dose screen (AID 1465). S. cerevisiae Yfh1-off respiration, WST-1 reduction, 72 h; higher fold induction means a stronger effect. fold induction at 50 µM; hits with a dose series show EC50 in µM. 220,000 tested, 0.074% active;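 active means fold induction of absorbance versus untreated yeast above a set limit, then at least 30% activation at any dose in follow-up; inconclusive means repeats straddling the limit, or above it without dose testing; inactive means fold induction below the set limit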;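 further: activators that raise dye reduction in frataxin-depleted yeast; strong numbers were not always called active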
Ins promoter up – MIN6 insulin promoter up-regulation; MIN6 insulin promoter-GFP reporter, high-content imaging; active compounds read high; z-score at 5 µM; 190,000 tested, 0.3% active; AID 1625;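 active means z-score above 3 at 5 µM with at least 500 cells counted in the well; inconclusive means wells under 500 cells, flagged as cytotoxic or low count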
b-catenin transl – modulators of beta-catenin nuclear translocation. 190,000 tested, 0.3% active. HeLa beta-catenin nuclear translocation, immunofluorescence imaging. nuclear translocation activity, % at 5 µM;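 active means nuclear translocation activity above 50% at 5 µM, with a well cell count of 50 or more; inconclusive means wells under 50 cells across six images, flagged as toxic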;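 further: per-cell ratio of nuclear to cytoplasmic median beta-catenin stain intensity; plate controls were DMSO negative control for no effect and GSK-3 inhibitor IX positive control for full effect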
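Test system: human HeLa cell line; Doses: 5 µM primary, 0.02–20 µM confirmation; Incubation: 24 h compound exposure, 37°C; Detection: beta-catenin immunofluorescence imaging with DAPI; Read-out: beta-catenin nuclear/cytoplasmic ratio, % activation.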
HIV peptide binding – cell-free HIV fusion peptide-binding blockers – biochemical, uHTS, fluorescence dequenching, primary screen (AID 1986); cell-free peptide binding, fluorescence dequenching, 30 min; higher % means a stronger effect; one-dose inhibition, % at 20 µM; IC50 in µM for titrated hits; 290,000 tested, 0.3% active; in the data active means inhibition mostly above about 52%, no sharp cut-off; inactive means mostly below about 76%; further: some results filed as inactive read as strong as hits
AID2073 – inhibitors of Mint1-CaV2.2 protein interaction, biochemical, HTRF (AID 2073) | HTRF protein-protein interaction, Mint1-CaV2.2; higher % means a stronger effect | inhibition, % at 20 µM; hits with a dose series show IC50 in µM | 290,000 tested, 0.19% active; in the data active means inhibition mostly above about 51%, no sharp cut-off; inconclusive means no clear call, values can overlap the other calls; inactive means mostly below about 53%; further: some results filed as inactive read as strong as hits
WT yeast gro inh mutant strain – also measured in WT yeast gro inh; calls as there; inhibition, %; mitochondrial fusion phenotypic screen, mutant strain inhibition
Dynein cargo inh cytoplasmic EGFP – further read-out of Dynein cargo inh, marked with its call; z-score; measured here: cytoplasmic GR-EGFP intensity; active compounds read high
Dynein cargo inh nuclear GR-EGFP – second read-out of Dynein cargo inh, no call of its own (marks repeat the call); z-score; measured here: nuclear GR-EGFP intensity;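 lower value marks the stronger effect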
Dynein cargo inh cell count – second read-out of Dynein cargo inh, no call of its own (marks repeat the call); z-score; measured here: cell count per field
Ins promoter up cell count – recorded beside Ins promoter up, whose call it bears; cell count; measured here: cytotoxicity, nuclei count;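 total cells summed across four imaged fields per well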
b-catenin transl cell count 5 µM – further read-out of b-catenin transl, marked with its call; cell count; measured here: cell count, cytotoxicity flag
MT stabilize HCS Hoechst-high % – second read-out of MT stabilize HCS, no call of its own (marks repeat the call); % Hoechst-high responders; measured here: nuclear condensation Hoechst responders;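 share of cells brighter than vehicle mean plus two SD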
MT stabilize HCS cytotoxicity % – second read-out of MT stabilize HCS, no call of its own (marks repeat the call); toxicity, %; measured here: cytotoxicity by cell density;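 0% = mean cell density of plate MIN control wells and 100% = no cells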
Autophagy HCS cell loss 18 h – recorded beside Autophagy HCS, whose call it bears; toxicity, %; measured here: cell loss, nuclei count;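 cell loss after 18 h compound exposure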
* = called active by the depositor; i = inactive; u = inconclusive; x = not tested or not shown; + = active, no number.

SMILES | Autophagy HCS | Autophagy HCS cell loss 18 h | MT stabilize HCS | MT stabilize HCS Hoechst-high % | MT stabilize HCS cytotoxicity % | Dynein cargo inh | Dynein cargo inh cytoplasmic EGFP | Dynein cargo inh nuclear GR-EGFP | Dynein cargo inh cell count | WT yeast gro inh | WT yeast gro inh mutant strain | Yfh1-off respiration | Ins promoter up | Ins promoter up cell count | b-catenin transl | b-catenin transl cell count 5 µM | HIV peptide binding | AID2073
COC(=O)c1ccc2c(=O)n(CC3CCCO3)c(SCC(=O)Nc3ccccc3OC)nc2c1 (stereo not drawn) | + | -12* | 5.5 | 4.8 | 7.5 | 0.3 | -0.33 | 0.2 | -0.24 | 56 | 15 | i | -0.62 | 966 | 0.0 | 1390 | -1.7% | 2%
O=C(CCN1C(=O)/C(=C/c2cccc(Br)c2)SC1=S)Nc1cccnc1 | i | -2 | 3.7 | 3.5 | 6.8 | -0.62 | -0.12 | -0.18 | 0.66 | 0 | 3 | i | -0.39 | 1101 | -1.6 | 1083 | 0.3% | 34%
CCOC(=O)c1csc(-n2nc(C)cc2C(F)(F)F)n1 | i | 0 | 6.0 | 1.4 | 8.6 | 0.33 | -0.35 | 0.44 | 0.77 | 11 | 13 | i | -1.2 | 1328 | 3.7 | 1061 | -1.7% | -19%
Cc1ccc(CN2CCN(/N=C/c3ccc(C(=O)O)cc3)CC2)c(C)c1 | i | 22 | 2.8 | 2.2 | 3.1 | 0.5 | -0.23 | 0.6 | -0.65 | -1 | 28 | i | 0.11 | 1440 | 0.5 | 1611 | -0.8% | 3%
CCOc1cccc(C2C(C(=O)c3cccs3)=C(O)C(=O)N2Cc2cccnc2)c1 (stereo not drawn) | i | 2 | 1.5 | 1.7 | 5.1 | -0.52 | -0.29 | -0.32 | 0.4 | -7 | 10 | i | -0.39 | 1323 | -1.5 | 1039 | -1.2% | 1%
CC(=O)N1CCn2c3c(c4cc(C)ccc42)CCCC31 (stereo not drawn) | i | 6 | 2.9 | 3.8 | 2.8 | 1.4 | -0.1 | 0.6 | -1.2 | -6 | -19 | i | 0.81 | 1375 | 1.6 | 1429 | 0.1% | 3%
CCOc1ccc(NC(=O)CCC(=O)n2nc(C)cc2C)cc1 | i | -1 | 4.4 | 2.3 | 22 | 3.1 | -0.29 | 1.7 | -0.88 | -7 | -7 | i | 1.1 | 1151 | x | x | 0.7% | 9%
COc1ccccc1N1CCN(S(=O)(=O)c2ccc(F)cc2)CC1 | i | -8 | 2.2 | 1.5 | 3.3 | -0.61 | 0.18 | -0.32 | 0.69 | -3 | 8 | i | 0.26 | 1171 | -1.4 | 1125 | -1.0% | 22%
Cc1[nH]c2ccccc2c1/C=N\NC(=O)Cn1nnc(-c2ccccc2)n1 | i | 47 | 2.2 | 1.8 | 6.1 | -0.3 | -0.25 | -0.29 | 0.63 | 7 | -1 | i | 0.18 | 1347 | x | x | -1.0% | 39%
CN1C[C@@H]2C(c3ccc(Cl)nc3)C3(c4ccc(C#N)cc4)CC2(C3)[C@H]1c1ccccc1 (stereo partly drawn) | x | x | x | x | x | -0.88 | -0.76 | -0.46 | 0.43 | x | x | i | -1.3 | 901 | -1.4 | 1334 | 0.8% | 7%
COc1cc2c(cc1O)C(Cc1ccc(O)cc1)[N+](C)([O-])CC2 (stereo not drawn) | x | x | x | x | x | -0.55 | -0.43 | -0.17 | 0.084 | x | x | i | 0.66 | 909 | -1.9 | 1182 | 0.0% | 0%
O=C(O)CCc1nc(-c2ccc(Cl)cc2)no1 | i | -27 | 4.2 | 2.0 | 10 | -1.4 | -0.36 | -0.43 | 0.42 | 5 | 20 | i | 0.03 | 1190 | -3.3 | 1358 | 7.5% | 16%
CC(=O)OC[C@H]1O[C@H](C/C=N/O[C@@H](C)c2cn([C@H](CO)Cc3ccccc3)nn2)C=C[C@@H]1OC(C)=O | i | 4 | 4.1 | 2.9 | 3.4 | 0.2 | -0.3 | 0.42 | 0.43 | -8 | -6 | x | 0.19 | 1046 | -1.7 | 576 | 3.9% | 0%
CCC(C)NS(=O)(=O)c1ccc(NC(=O)c2cccs2)cc1 (stereo not drawn) | i | 11 | 3.3 | 2.4 | 2.3 | 0.11 | -0.28 | 0.1 | 0.72 | -17 | 4 | i | -0.4 | 1508 | -2.1 | 1049 | 0.5% | 11%
Cc1nn(CCC(N)=S)c2nc(-c3cccs3)cc(C(F)(F)F)c12 | i | -11 | 2.1 | 2.0 | 10 | 0.0034 | -0.18 | 0.065 | -0.019 | 75* | 19* | i | -0.52 | 1161 | 0.7 | 1092 | 0.9% | 6%
CCOc1ccc(NC(=O)c2ccccn2)cc1 | i | 8 | 5.6 | 3.1 | 12 | 0.92 | -0.29 | 1.1 | -0.041 | 25 | 19 | i | -0.48 | 1298 | x | x | -0.9% | -1%
CSCCC(C(=O)NCc1cccs1)N1C(=O)c2ccccc2C1=O (stereo not drawn) | i | -12 | 2.4 | 2.4 | 3.0 | 1.2 | 0.078 | 1.2 | -1.1 | 12 | 34 | i | 0.26 | 890 | -1.8 | 1271 | -1.1% | 0%
Cc1ccc2c(C(=O)CN3CCC4(CC3)OCCO4)c(C)[nH]c2c1 | i | 14 | 2.5 | 2.0 | 7.5 | -0.43 | -0.11 | 0.22 | 0.26 | 4 | -7 | i | -1.5 | 1349 | 0.1 | 944 | 1.2% | -4%
COCCN1Cc2cccc(C(=O)Nc3ccccc3OC)c2C1=O | i | 1 | 3.1 | 2.6 | 5.4 | 0.46 | -0.23 | 0.58 | 0.31 | -21 | 1 | i | 0.14 | 1314 | x | x | 1.6% | -9%
COc1ccc(-n2nnc3c(=O)n(Cc4ccccc4C)cnc32)cc1 | i | 11 | 4.0 | 0.8 | 4.5 | -0.35 | -0.51 | 0.039 | 0.58 | -2 | -1 | i | -0.45 | 1128 | 3.5 | 1434 | -2.1% | 2%
O=[N+]([O-])c1cc(-c2n(-c3ccccn3)c3ccccc3[n+]2-c2ccccn2)ccc1Cl | i | 5 | 2.1 | 1.4 | 0.3 | -0.38 | -0.17 | -0.16 | 0.37 | 0 | -15 | i | -0.51 | 1493 | -1.1 | 1018 | -0.8% | 1%
CCCCCCN1C2=NCCN2c2ccccc21 | i | -9 | 1.4 | 1.2 | 8.4 | -0.12 | -0.26 | 0.12 | 0.81 | -9 | 2 | i | -0.49 | 1216 | 1.2 | 1122 | 0.2% | 0%
O=C(COC(=O)c1cccs1)NC1CCCCC1 | i | -7 | 3.9 | 2.6 | 6.3 | -0.72 | -0.19 | -0.12 | 0.059 | 8 | 1 | i | -5.3 | 843 | -0.5 | 863 | 0.2% | -2%
Cn1cc(SCC(=O)NCc2ccc(F)cc2)c2ccccc21 | i | -8 | 2.2 | 2.8 | 8.5 | -0.43 | -0.33 | -0.54 | 0.36 | 1 | -11 | i | -0.61 | 1292 | -0.6 | 1071 | -1.5% | -4%
C/C(=N\NC(=O)c1cc(C)[nH]n1)c1cccs1 | i | 10 | 3.8 | 1.7 | 1.3 | 0.24 | -0.24 | 0.42 | -0.66 | -1 | 8 | i | 0.59 | 1260 | -0.6 | 1127 | 2.2% | 6%

Other results
SMILES | Autophagy HCS | Autophagy HCS cell loss 18 h | MT stabilize HCS | MT stabilize HCS Hoechst-high % | MT stabilize HCS cytotoxicity % | Dynein cargo inh | Dynein cargo inh cytoplasmic EGFP | Dynein cargo inh nuclear GR-EGFP | Dynein cargo inh cell count | WT yeast gro inh | WT yeast gro inh mutant strain | Yfh1-off respiration | Ins promoter up | Ins promoter up cell count | b-catenin transl | b-catenin transl cell count 5 µM | HIV peptide binding | AID2073
COc1ccc(C(=O)NNC(=O)c2ccc(C)cc2)cc1S(=O)(=O)N1CCCC1 | i | -3 | 4.0 | 1.9 | 6.5 | -0.15 | -0.38 | -0.1 | 0.11 | -4 | 15 | i | -0.21 | 1407 | -3.8 | 1080 | -1.3% | -9%
COc1ccc(/C=C2\OC(=O)c3c(OC)cccc32)cc1OC | i | 4 | 1.0 | 1.9 | 8.6 | -0.23 | -0.16 | 0.35 | -0.27 | 1 | 4 | x | 1.2 | 1564 | -3.7 | 1411 | -2.6% | u
Cc1nc(CCN2C(=O)c3ccccc3C2=O)n[nH]1 | i | -6 | 2.2 | 1.7 | 9.3 | -0.13 | -0.22 | 0.32 | -0.55 | -12 | -10 | i | -0.25 | 778 | -3.4 | 1118 | -0.9% | 2%
O=c1[nH]c(N2CCCCCC2)nc2ncn(Cc3ccccc3)c12 | x | x | x | x | x | 0.4 | -0.27 | 0.87 | -0.45 | x | x | i | 0.04 | 1159 | 1.2 | 1243 | -1.0% | 4%
Cc1ccc(S(=O)(=O)N2CCCCC2)cc1NC(=O)CSCC(=O)O | i | 0 | 2.2 | 1.4 | 18 | 0.12 | -0.37 | -0.19 | 0.9 | 3 | 11 | i | 0.14 | 1607 | -5.0 | 1077 | -1.5% | 6%
O=C(NCCC1=CCCCC1)C(=O)NCC(c1ccco1)N1CCN(c2ccccc2)CC1 (stereo not drawn) | i | 7 | 1.9 | 2.7 | 7.9 | -0.57 | -0.2 | -0.51 | 0.61 | 16 | 11 | i | 0.07 | 1397 | 0.0 | 1112 | -3.4% | -7%

High-throughput results deposited in PubChem BioAssay by several laboratories.
